# Screening results: PubChem BioAssay, several laboratories
# West Nile antiviral: West Nile virus antiviral activity, cell-based, CPE readout (AID 1621). West Nile virus-infected cells, CPE inhibition; higher % means a stronger effect. one-dose CPE inhibition, % at 10 µM; IC50 in µM for titrated hits. 290,000 tested, 0.02% active; in the data active means a potency from the dose series; inconclusive means CPE inhibition mostly from about 3.7% at the one dose, without a potency; inactive means the rest, 99 in 100 with CPE inhibition below about 2.2%; further: strong numbers were not always called active
# RSV CPE inhibition: RSV antiviral activity via CPE protection, HEp-2 cells, primary 10 µM value included (AID 2391); HEp-2 cells, RSV-induced CPE inhibition; higher % means a stronger effect; one-dose CPE inhibition, % at 10 µM; IC50 in µM for titrated hits; 310,000 tested, 0.13% active; in the data active means a potency from the dose series; inconclusive means CPE inhibition mostly from about 23% at the one dose, without a potency; inactive means the rest, 99 in 100 with CPE inhibition below about 21%; further: strong numbers were not always called active
# Dengue-2 NS5 capping: Dengue-2 NS5 methyltransferase inhibitors, primary screen, biochemical, confirmation dose response (AID 588689); 340,000 tested, 0.3% active; inhibition, % at 25 µM, or IC50 in µM where a hit was titrated; Dengue-2 NS5 methyltransferase capping enzyme assay, biochemical; higher % means a stronger effect; Genome polyprotein (Dengue virus type 2 (strain 16681-PDK53)); in the data active means a potency from the dose series; inconclusive means inhibition above about 29% without an active follow-up result
# XIAP displacement: XIAP antagonists, biochemical, IAP family, fluorescence polarization (AID 1018); XIAP BIR domain, fluorescence polarization peptide displacement; higher % means a stronger effect; displacement, % at 20 µM; hits with a dose series show IC50 in µM; 200,000 tested, 0.007% active; E3 ubiquitin-protein ligase XIAP (Homo sapiens); in the data active means displacement above about 50%; further: a part of the inactive calls stands beside numbers as strong as those of hits
# Yfh1-depleted yeast: enhancers of respiration in Yfh1-depleted yeast, dose response, Friedreich's ataxia, plus single-dose screen (AID 1465) | 220,000 tested, 0.074% active | fold induction at 50 µM, or EC50 in µM where a hit was titrated | S. cerevisiae Yfh1-off respiration, WST-1 reduction, 72 h; higher fold induction means a stronger effect;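 active means fold induction of absorbance versus untreated yeast above a set limit, then at least 30% activation at any dose in follow-up; inconclusive means repeats straddling the limit, or above it without dose testing; inactive means fold induction below the set limit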;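 further: activators that raise dye reduction in frataxin-depleted yeast; strong numbers were not always called active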
# WT yeast gro inh: growth inhibition of WT strain, primary screen, mitochondrial fusion inhibitor project, WT and mutant strains, chemical genetic. mitochondrial fusion phenotypic screen. inhibition, % at 10 µM. 190,000 tested, 2.1% active. AID 1362, 2008; in the data active means inhibition above about 58%; tested in S. cerevisiae
# K1F lysis inhibition: inhibition of K1F phage lysis, E. coli UTI89, bacterial capsule biogenesis inhibitors, alamar blue (AID 488966); E. coli UTI89 K1F phage lysis, alamar blue, 2 h; higher % means a stronger effect; inhibition, % at 100 µM; hits with a dose series show IC50 in µM; 340,000 tested, 0.02% active;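 active means phage lysis inhibition, versus mean bacterial control, above a set limit; inconclusive means no clear call, values can overlap the other calls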;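 further: capsule biogenesis inhibitors block K1F phage lysis so surviving cells raise fluorescence; higher fluorescence means more inhibition of phage lysis; actives were called in the ten point dose series up to 300 µM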
# Large T inhibition: SV40 large T antigen inhibitors, biochemical (AID 1903); SV40 large T antigen ATPase/helicase inhibition assay; higher % means a stronger effect; inhibition, % at 20 µM, or IC50 in µM where a hit was titrated; 310,000 tested, 0.39% active; in the data active means a potency from the dose series; inconclusive means inhibition mostly from about 32% at the one dose, without a potency; inactive means the rest, 99 in 100 with inhibition below about 32%; further: strong numbers were not always called active
# ER stress rescue: rescue of cells from ER stress-induced death, primary screen, 384-well, CSM14.1, thapsigargin, ATP luminescence (AID 1222). CSM14.1 thapsigargin-induced death rescue, ATP luminescence; higher % means a stronger effect. cellular ATP content (survival), % at 20 µM, or EC50 in µM where a hit was titrated. 190,000 tested, under 10 active;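 active means EC50 below 50 µM in the dose-response confirmation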;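 further: death triggered by thapsigargin at about 15 µM added after 2 h compound pretreatment; cell ATP read after overnight thapsigargin exposure of roughly 18 to 22 hours; normalized against plate controls of thapsigargin alone and 5% DMSO vehicle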
# WT yeast gro inh mutant strain: further read-out of WT yeast gro inh, marked with its call; inhibition, %; mitochondrial fusion phenotypic screen, mutant strain inhibition
# Dengue-2 NS5 capping pilot replicate: recorded beside Dengue-2 NS5 capping, whose call it bears; inhibition, %; measured here: pilot screen replicate inhibition
# Starred values were filed as active, the others as inactive; i = inactive; ? = inconclusive; / = no result given; [ ] = dose if it differs, or a comment.
SMILES,West Nile antiviral,RSV CPE inhibition,Dengue-2 NS5 capping,XIAP displacement,Yfh1-depleted yeast,WT yeast gro inh,WT yeast gro inh mutant strain,K1F lysis inhibition,Large T inhibition,ER stress rescue,others
CCCc1cc(=O)n2[nH]c(-c3ccc(OC)cc3)nc2n1,0.1%,5.2%,0.0%,-3.3%,i,-15.8,-6.1,13.4%,3.3%,1.3%,
COc1cccc(NC(=O)COC(=O)c2ccc(F)cc2F)c1,0.2%,0.2%,-3.0%,-1.5%,i,0.5,-19.4,0.6%,-1.4%,-1.6%,
Oc1ccc(-c2nc3cnccn3c2Nc2ccc3c(c2)OCCO3)cc1,/,-0.6%,-0.7%,-2.9%,/,-7.6,1.9,4.0%,4.14µM*,1.4%,
COc1cccc(CNC(=O)Cn2ccc3cc(S(=O)(=O)N4CCCCCC4)ccc32)c1,-0.7%,3.9%,9.8%,/,/,/,/,0.0%,3.8%,/,
Cc1cc(C)c(S(=O)(=O)N(C)CC(=O)NCCCn2ccnc2)c(C)c1,-0.6%,0.2%,-0.8%,/,/,/,/,3.4%,5.1%,/,
Cc1nn2c(=O)cc(COC(=O)c3ccc(S(=O)(=O)N4CCCCC4)cc3)nc2s1,/,0.0%,-4.8%,-4.0%,/,4.2,14.5,0.0%,11.5%,-0.4%,
C=CCNC(=O)NC(=O)COC(=O)CCCSc1nc2ccccc2[nH]1,-0.2%,1.4%,-8.2%,-3.4%,i,0.0,14.4,0.2%,8.7%,-0.6%,
Cc1[nH]c2ccc(F)cc2c1CCN(Cc1ccco1)C(=S)NC(C)(C)C,-0.4%,-1.5%,-6.2%,-7.2%,i,66.8*,9.1*,0.0%,-9.4%,0.4%,
CC1(C)CCc2cc(-c3ccnc(=S)[nH]3)ccc2O1,1.0%,1.4%,-8.5%,/,i,/,/,-0.3%,6.9%,/,
O=C(O)c1ccc2c(c1)CCC2,-0.4%,1.3%,/,-6.9%,i,-3.1,3.9,/,-0.2%,-1.3%,
CC1c2ccccc2N(NC(=O)Cc2ccccc2)C1C (stereo not drawn),0.4%,4.0%,-3.1%,/,i,/,/,-1.2%,6.3%,/,
CO/N=C/CC(=O)c1ccc([N+](=O)[O-])c(CS(=O)(=O)c2ccc(Cl)cc2)c1,-0.5%,4.2%,0.0%,/,/,/,/,0.2%,10.6%,/,
CCc1nnc(NC(=O)c2ccc(-c3ccccc3Cl)o2)s1,0.5%,3.9%,0.7%,-0.2%,i,1.3,9.3,-0.1%,-4.1%,-0.2%,
CCc1ccc(NC(=O)CN2C(=O)C(=O)N(Cc3ccccc3)C2=O)cc1,-0.1%,0.2%,/,-5.9%,i,-2.6,9.3,/,5.5%,-0.4%,
COc1ccccc1OCCCC(=O)NCc1ccco1,0.5%,1.0%,-9.8%,-7.9%,i,-23.7,-19.4,0.2%,3.6%,-0.4%,
COc1cc(/C=N/Nc2ccc([N+](=O)[O-])cc2S(=O)(=O)N2CCOCC2)cc(OC)c1OC,-0.1%,2.5%,-2.6%,-2.9%,i,7.9,3.9,0.8%[50 µM],1.1%,2.4%,
COc1cccc(NC(=S)N2CCC(c3ccc(C)cc3)C2)c1 (stereo not drawn),-1.0%,4.7%,-2.0%,/,/,/,/,0.5%,12.7%,/,
CCCC(NC(=O)COc1cc2c(c3oc(=O)cc(C)c13)CCC(C)(C)O2)C(=O)O (stereo not drawn),0.1%,-0.1%,0.7%,/,/,/,/,0.2%,-0.2%,/,
CCN(c1ccccc1C)S(=O)(=O)c1cc2c3c(c1)CCN3C(=O)CC2,/,2.3%,-5.8%,/,/,/,/,0.8%[50 µM],21.2%,/,
O=C(CCSCCc1ccccn1)Nc1ccc(Cc2ccncc2)cc1,-0.1%,0.1%,/,-1.8%,i,-12.6,5.1,1.4%,5.3%,-0.3%,
COc1ccc2c(CC(=O)N[C@@H](Cc3ccccc3)C(=O)O)cc(=O)oc2c1C,-0.1%,0.5%,-3.3%,/,/,/,/,0.8%[50 µM],4.3%,/,
O=C(NCCCCC(NC(=O)C1CCCCC1)C(=O)O)c1ccccc1 (stereo not drawn),0.0%,-0.5%,-4.0%,-8.7%,i,10.2,-7.7,0.8%,13.2%,-0.1%,
OCc1nc2ccccc2n1Cc1ccc(Cl)cc1,-1.3%,10.0%,/,/,/,/,/,1.0%,7.9%,/,
O=S(=O)(c1ccc2c(c1)CCCN2)N1CCCC2CCCCC21 (stereo not drawn),-0.5%,?,-1.3%,/,i,/,/,-0.1%,5.6%,/,
CCOc1ccc(CCNC(=O)COC(=O)c2cccs2)cc1OCC,0.1%,2.4%,-4.5%,/,/,/,/,-0.6%[50 µM],19.1%,/,

# The last 2 compounds of the section above are carried over, then new ones follow.
SMILES,West Nile antiviral,RSV CPE inhibition,Dengue-2 NS5 capping,XIAP displacement,Yfh1-depleted yeast,WT yeast gro inh,WT yeast gro inh mutant strain,K1F lysis inhibition,Large T inhibition,ER stress rescue,others
O=S(=O)(c1ccc2c(c1)CCCN2)N1CCCC2CCCCC21 (stereo not drawn),-0.5%,?,-1.3%,/,i,/,/,-0.1%,5.6%,/,
CCOc1ccc(CCNC(=O)COC(=O)c2cccs2)cc1OCC,0.1%,2.4%,-4.5%,/,/,/,/,-0.6%[50 µM],19.1%,/,
O=C(Nc1ccccc1)C1CCN(C(=O)c2ccccc2)CC1,1.2%,3.3%,-6.2%,-4.7%,i,-1.8,-0.7,2.2%,9.3%,-0.9%,
COC(=O)CN1C(c2ccc(Cl)cc2)=Nc2ccc(Cl)cc2C1c1ccccc1 (stereo not drawn),-0.2%,11.1%,0.7%,-4.5%,i,81.8*,34.3*,10.7%,0.9%,7.3%,
COc1ccc(C(=O)NCCS(=O)(=O)N(C)Cc2ccccc2)cc1,/,0.4%,-2.2%,/,/,/,/,0.5%[50 µM],9.4%,/,
COc1ccc(C(=O)NC2CCN(CC(=O)NCc3cccc(OC)c3)CC2)cc1,0.9%,1.0%,-3.2%,/,/,/,/,0.3%,6.5%,/,
COc1ccc(C2/C=C\CN(C(=O)CC(C)(C)C)CC(=O)N2Cc2ccc(F)cc2)cc1 (stereo not drawn),-1.4%,-1.2%,1.4%,/,i,/,/,0.3%,2.1%,/,
Cn1nc(-c2ccc(OCC(=O)Nc3ccccc3)cc2)c2ccccc2c1=O,0.1%,15.2%,-7.8%,-6.0%,i,21.4,26.5,1.3%,7.0%,-0.2%,
CCOC(=O)c1c(NC(=S)NCc2ccccc2)sc2c1CCN(C(=O)OCC)C2,-0.2%,5.7%,-6.1%,/,i,/,/,-1.4%,4.5%,/,
COc1ccc(CCN(C(=O)COc2ccccc2)c2nc(-c3ccccc3)cs2)cc1OC,/,13.0%,0.0%,-1.4%,/,-3.8,7.8,0.3%,22.2%,-0.1%,Dengue-2 NS5 capping pilot replicate=2.3
Cc1ccc(S(=O)(=O)NCCc2cn3nc(C)c(C)nc3n2)cc1C,0.1%,3.2%,-1.6%,/,/,/,/,0.0%,-30.4%,/,
Cc1nn(C)c(C)c1C1C(C#N)=C(N)OC2=C1C(=O)CC(C)(C)C2 (stereo not drawn),-0.5%,1.8%,-8.4%,-2.2%,i,11.7,5.1,0.3%,5.7%,-0.6%,
COC(=O)c1ccccc1S(=O)(=O)NC(=O)c1ccccc1,0.6%,0.2%,-10.7%,3.6%,i,-15.9,3.8,0.0%,7.0%,0.5%,
Cc1ccccc1NC(=O)Cc1nnc(SCC(=O)N2CCOCC2)n1C,0.5%,0.8%,-4.9%,/,/,/,/,0.6%[50 µM],27.4%,/,
N#CC(c1ccccc1)N(CCCCl)C(=O)c1ccccc1 (stereo not drawn),-0.7%,1.8%,-2.7%,-5.2%,i,2.5,-7.4,0.1%,1.7%,-3.3%,
CCOC(=O)C(N)CSC1CC(=O)N(c2ccc(OC)cc2)C1=O (stereo not drawn),-0.8%,0.4%,-0.7%,/,/,/,/,0.4%,3.7%,/,Dengue-2 NS5 capping pilot replicate=4.6
CN1CCCN(Cc2ccc(Cl)cc2Cl)CC1,-0.5%,-2.9%,-1.4%,-4.3%,i,/,/,-0.6%,11.3%,-4.1%,
CCN(C(=O)Cn1cc(C(=O)C(=O)N2CCOCC2)c2ccccc21)c1ccccc1,-0.3%,0.5%,1.9%,/,/,/,/,1.0%,4.7%,/,
Cn1cnnc1Sc1ccc(C(=O)NCCC23CC4CC(CC(C4)C2)C3)cc1[N+](=O)[O-],-1.2%,8.0%,-3.7%,-3.3%,i,18.7,-15.8,-7.4%,0.0%,-2.0%,
CC1CCCCN1C(=O)NC12CC3CC(CC(C3)C1)C2 (stereo not drawn),-0.5%,0.0%,-4.1%,-7.9%,i,0.7,-9.6,3.6%,1.2%,3.1%,
CCOC(=O)N1CCC(n2c(SCC(=O)N3CCCC3)nc3ccccc3c2=O)CC1,-0.4%,6.4%,-9.5%,-9.6%,i,6.1,8.1,0.4%,4.0%,0.5%,Dengue-2 NS5 capping pilot replicate=-4.1
O=C(CCC(=O)OCCCC(F)(F)C(F)(F)F)Nc1ccccc1,0.2%,-0.4%,-6.5%,-0.9%,i,-1.4,-3.4,0.3%,22.0%,0.9%,
O=C(COC(=O)c1cc(=O)[nH]c2ccccc12)Nc1nccs1,0.7%,1.6%,0.8%,/,i,/,/,0.3%[50 µM],4.7%,/,
CCc1ccc(OC(C)C(=O)N(Cc2ccco2)C2CCS(=O)(=O)C2)cc1 (stereo not drawn),-0.7%,-0.2%,-4.8%,/,/,/,/,6.8%,-2.0%,/,
O=C1CNC(=O)/C(=C/c2ccco2)N1,-0.1%,0.4%,28.1%,-4.0%,i,-1.1,-7.3,1.5%,13.2%,0.3%,
Cc1ccc(S(=O)(=O)N(C)C)cc1-n1c(SCC(=O)Nc2ccccc2)nc2ccccc2c1=O,-0.7%,6.0%,0.7%,-9.3%,i,5.9,1.8,3.6%,3.1%,0.0%,
O=C(COc1ccc2oc3c(c2c1)CCCC3)Nc1ccccn1,-0.3%,1.9%,0.8%,-10.0%,i,-3.5,-9.2,1.9%,15.5%,-3.0%,
CCCCNS(=O)(=O)c1ccc(OC)c(Cl)c1Cl,-1.2%,1.2%,-4.4%,-20.9%,i,10.3,5.9,0.4%,-0.7%,-1.2%,Dengue-2 NS5 capping pilot replicate=-2.4
O=C(OCC(=O)N1CCN(C(=O)c2ccco2)CC1)c1ccccc1O,0.6%,0.4%,5.6%,-0.3%,i,17.6,13.1,0.3%,4.4%,-4.6%,
CCOC(=O)Cc1csc(N)n1,0.4%,-1.2%,-8.9%,-9.9%,i,3.0,6.4,0.4%,-4.0%,-1.0%,
CC1=CCC(C(=O)O)(C(=O)N/N=C/c2cccs2)C(c2ccc(F)cc2)C1 (stereo not drawn),-0.6%,2.0%,-8.0%,-1.8%,i,8.0,17.1,1.0%,9.1%,-2.0%,

# The order is random (roughly 2.2% active in at least one column).
